Source: PubChem (several laboratories)
TRPC4 inh: inhibitors of mouse TRPC4 channel, primary screen, Fluo4 calcium, HEK293 TRPC4beta/mu-opioid cells. 300,000 compounds, 0.39% hits. DAMGO-evoked Fluo4 calcium flux; hits give low values. B-score at 10 µM. Short transient receptor potential channel 4 (Mus musculus), Q9QUQ5. AID 2247, 2010;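 active = B-score over 3 SD under the library average, no early fluorescence shift, positive overall ratio signal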
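Material: HEK293 cells with stable TRPC4beta plus mu-opioid receptor expression; probe or stimulus: DAMGO in two steps, submaximal then maximal; technique: Fluo4 calcium fluorescence by kinetic imaging, 5 s 1 Hz baseline; measure: integrated fluorescence ratio relative to baseline, converted to per-well B score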
TRPC4 agonist: activators of mouse TRPC4 channel, primary screen, Fluo4 calcium, HEK293 TRPC4beta/mu-opioid cells | Short transient receptor potential channel 4 (Mus musculus), Q9QUQ5 | Fluo4 calcium fluorescence; hits give high values | B-score at 10 µM | 310,000 compounds, 0.49% hits;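 active = B-score above 5 SD of library B-scores, and initial fluorescence ratio not above library mean plus 5 SD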;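 also: positive B-score marks a calcium rise read as TRPC4 activation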
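system = HEK293 cells stably co-expressing mouse TRPC4beta and mu-opioid receptor | schedule = Fluo4 dye loading 45 min at room temperature, 110 s recording | measure = B-scored integrated calcium fluorescence ratio | signal = Fluo4 calcium-sensitive dye fluorescence, kinetic, 1 Hz baseline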
aSyn UTR inh: MLPCN primary screen, SNCA 5' untranslated region | inhibition, % (tested at 7.5 µM) | AID 1813, 2009 | alpha-synuclein 5'UTR reporter, inhibitor activity | 300,000 compounds, 0.82% hits; in the data active = inhibition above about 60%;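 also: H4 neuroglioblastoma cells stably carrying SNCA 5'UTR luciferase fusion; 0% = DMSO wells and 100% = positive control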
IEC-6 tox: cytotoxicity in IEC-6 intestinal epithelial cells, primary screen, cytotoxicity control for KLF5 inhibitor project, cell-based, luminescence; AID 1825, 2009; inhibition, % at 5 µM; 290,000 compounds, 0.78% hits; IEC-6 cytotoxicity, luminescence viability; in the data active = inhibition above about 22%;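 also: 0% = plate median of test compound wells and 100% = cytotoxic reference compound wells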
HIF act: HIF pathway transcriptional activators, primary screen, cell-based, U2OS HRE-luciferase, luminescence; U2OS HRE-luciferase reporter; normalized: DMSO 0%, desferrioxamine 100%; activation, % at 7.5 µM (by protocol); 300,000 compounds, 0.32% hits;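 active = mean activation of at least 10% of the iron chelator positive control signal, with at least half of replicates also reaching 10%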
TRPC6 inh: mouse TRPC6 channel inhibitors, primary screen, cell-based, HEK293, membrane potential dye. ACh-evoked depolarization; hits give low values. B-score at 10 µM. 310,000 compounds, 1.1% hits. AID 2553, 2010;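 active = B-score under library mean minus 3 SD, initial fluorescence not abnormally high, positive integrated signal ratio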;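 also: B-score derived from integrated fluorescence ratio over the kinetic read; more negative B-score means stronger inhibition of depolarization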
TRPC6 activator: mouse TRPC6 channel activators, primary screen, cell-based, HEK293, membrane potential dye. Short transient receptor potential channel 6 (Mus musculus), Q61143. HEK293-TRPC6 membrane potential dye fluorescence; hits give high values. B-score at 10 µM. 310,000 compounds, 0.13% hits. AID 2550, 2010;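 active = B-score of the integrated fluorescence ratio above library mean plus 3 SD, and starting fluorescence ratio within library mean plus 5 SD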;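 also: higher score means more depolarization so channel activation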
KLF5 inhibitor: KLF5 expression inhibitors, primary screen, DLD-1 cells, luminescence; DLD-1 KLF5 promoter-luciferase reporter; inhibition, % at 5 µM; 290,000 compounds, 0.23% hits; AID 1700, 2009;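 active = inhibition above a per-plate limit of that plate's mean compound inhibition plus 3 SD, cut at about 60% in these data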;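 also: 0% = DMSO wells and 100% = LY294002 at 200 µM; higher means less KLF5 promoter-driven luciferase light; inactives centre near -14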
MrgX1 antagonist: antagonists of human MrgX1 receptor, primary screen, HEK293 cells, Fluo-4 calcium flux; Mas-related G-protein coupled receptor member X1 (Homo sapiens), Q96LB2; BAM8-22 antagonism; hits give low values; B-score at 10 µM; 310,000 compounds, 1.3% hits; AID 588676, 2011;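 active = calcium-response B-score plate-corrected more than 3 library SD below zero, starting fluorescence within 5 deviations, no agonist response on first addition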;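 also: peak minus trough fluorescence over baseline after final BAM8-22 challenge near maximal dose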
Target sequence (Q96LB2 whole entry, looked up): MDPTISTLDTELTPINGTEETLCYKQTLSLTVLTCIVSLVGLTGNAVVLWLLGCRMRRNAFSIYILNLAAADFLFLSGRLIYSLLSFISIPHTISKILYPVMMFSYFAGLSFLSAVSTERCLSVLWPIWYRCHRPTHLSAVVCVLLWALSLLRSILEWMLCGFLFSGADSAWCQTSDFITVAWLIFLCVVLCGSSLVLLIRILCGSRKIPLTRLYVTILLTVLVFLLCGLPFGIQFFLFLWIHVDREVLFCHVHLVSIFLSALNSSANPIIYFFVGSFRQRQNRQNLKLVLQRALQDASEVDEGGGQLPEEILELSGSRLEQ
TRPC4 PAM: positive allosteric modulators of TRPC4, primary screen, cell-based, mouse TRPC4beta, HEK293 mu-opioid, Fluo-4 calcium; Short transient receptor potential channel 4 (Mus musculus), Q9QUQ5; DAMGO EC20, Fluo-4 Ca2+ flux; hits give high values; B-score at 10 µM; 310,000 compounds, 0.42% hits; AID 2227, 2009;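 active = B-score of calcium response area above 5 SD of library B-scores, with initial fluorescence ratio within 5 SD of library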;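 also: B-score of integrated fluorescence ratio over time as area under calcium response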
SKKanGAS inh: S. pyogenes SKKanGAS growth inhibitors in kanamycin, primary screen, streptokinase expression inhibitor project, SKKanGAS strain, BacTiter-Glo luminescence | 6 h | inhibition, % at 7.5 µM | 300,000 compounds, 1.3% hits;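 active = mean replicate score, as percent of positive control median, at least 50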;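 also: strain carries kanamycin resistance gene driven by streptokinase promoter and grows in 40 µg/ml kanamycin; loss of luminescence reflects streptokinase promoter inhibition or plain growth inhibition; 0% = median of DMSO wells and 100% = positive control at its reference dose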
* hit, by the source's call; i = inactive; . = no result given.

molecule | TRPC4 inh | TRPC4 agonist | aSyn UTR inh | IEC-6 tox | HIF act | TRPC6 inh | TRPC6 activator | KLF5 inhibitor | MrgX1 antagonist | TRPC4 PAM | SKKanGAS inh
O=[N+]([O-])c1ccc(N2CCN(c3ccc(Cl)nn3)CC2)c(Cl)c1 | i | i | 10 | 0 | 0.3 | i | i | -11 | i | i | 2
C(=N/Nc1nc(-c2ccccc2)cc(-c2ccccc2)n1)/c1cccnc1 | i | i | -121 | 6 | 1.6 | i | i | -8 | i | i | 7
CC(Oc1cc2oc(=O)c3c(c2cc1Cl)CCC3)C(=O)NCc1ccncc1 (stereo unspecified) | i | i | 2 | -8 | -0.5 | i | i | -38 | i | i | -5
CCOC(=O)CCC(=O)N1CCOCCOCCOCC1 | i | i | 6 | 5 | 0.0 | i | i | -39 | i | i | 0
CCCN1CCC(NC(=O)CCc2nnc(Cc3cc(OC)ccc3OC)o2)CC1 | i | 55* | . | 1 | . | i | i | -30 | i | 10* | 2
COc1ccc2c(c1)CC/C2=N\OC(=O)c1ccccc1C | i | i | -136 | -7 | 2.1 | i | i | -36 | i | i | 17
CC1CCN(C(=O)Cn2cc(C#N)c3ccccc32)CC1 | i | i | 7 | 9 | -0.1 | i | i | -15 | i | i | -2
O=C(Cn1c(SCc2ccccc2)nc2ccccc21)N1CCOCC1 | i | i | -31 | -2 | 1.1 | i | i | -25 | i | i | -22
Cc1ccsc1C(=O)N1CCN(c2ccccn2)CC1 | i | i | 3 | 5 | 0.4 | i | i | -6 | i | i | 4
COCCN1CC(CNC(=O)c2cc(COc3ccc(C)c(C)c3)on2)CC1=O (stereo unspecified) | i | i | -19 | -5 | 0.1 | i | i | -22 | i | i | 5
CC(=O)c1c(C)nc2cc(Cl)ccc2c1N | i | i | 14 | -3 | -0.2 | -5.8* | i | -23 | i | i | -1
CC1SC2(NC1=O)C1CC3CC(C1)CC2C3 (stereo unspecified) | i | i | 3 | -3 | 0.4 | i | i | 6 | i | i | 8
O=C(CS(=O)c1ccc(F)cc1)N1CCOCC1 (stereo unspecified) | i | i | -4 | 4 | 0.4 | i | i | 5 | i | i | -2
CCn1cc(C(=O)NCc2ccc3c(c2)OCO3)c(=O)c2cc(S(=O)(=O)N(C)C)ccc21 | i | i | 40 | -2 | -0.2 | i | i | -16 | i | i | 3
COc1cccc(OC)c1OC(=O)/C=C/c1ccc(C)o1 | i | i | 13 | -6 | -0.2 | i | i | -25 | i | i | 9
Cc1ccc(C)c(NC(=S)N(C)C)c1 | i | i | 14 | -2 | -0.3 | i | i | -9 | i | i | 4
CN(C)S(=O)(=O)N(CC(=O)Nc1ccc2ccccc2c1)c1ccccc1 | i | i | -32 | 2 | 0.1 | i | i | -27 | i | i | -5
CCOC(=O)CN1C(=O)C(CC)Oc2ccc(Cl)cc21 (stereo unspecified) | i | i | -8 | 0 | 0.0 | i | i | -16 | i | i | 3
CCC1CCCCN1CCCNC(=O)CCNC(=O)Cn1cnc2ccccc2c1=O (stereo unspecified) | i | i | -3 | -9 | -0.4 | i | i | -18 | i | i | -1
CC(C)C[C@H](NC(=O)NCCC1=CCCCC1)C(=O)O | i | i | 9 | 2 | -0.3 | i | i | -21 | i | i | 2
CCN(CC)CCCN1C(=O)C(=O)/C(=C(/O)c2ccc3c(c2)OCCO3)C1c1ccco1 (stereo unspecified) | i | i | -21 | 4 | 0.9 | i | i | -55 | i | i | .
CN1CCN(S(=O)(=O)c2ccc(NC(=O)c3cccc(F)c3)cc2)CC1 | i | i | 2 | -6 | -0.6 | i | i | -32 | i | i | -4
CCC1Oc2ccccc2N(CC(=O)NCCN2CCCC2)C1=O (stereo unspecified) | i | i | -4 | 8 | 0.5 | i | i | -37 | i | i | -4
CCCCOc1ccc(C(=O)Nc2cc(C)c(OCC(=O)N3CCOCC3)c(C)c2)cc1 | i | i | -20 | 3 | 1.8 | i | i | -59 | i | i | -8
COc1ccc(CCNC(=O)CSc2nc(O)cc(=O)[nH]2)cc1OC | i | i | -7 | -1 | 0.0 | i | i | -22 | i | i | -7
Cc1nc2cc(NCc3ccccc3O)ccc2n1Cc1ccccc1 | i | i | -34 | 1 | 0.9 | i | i | -61 | i | i | 3
CCCCC(=O)Nc1cccc(-c2nn3c(C)nnc3s2)c1 | i | i | 32 | 2 | -0.1 | i | i | -21 | i | i | -16
O=C(Nc1ccccc1C(=O)N1CCN(c2cccc(Cl)c2)CC1)C1=CSCCO1 | i | i | -5 | -2 | 0.2 | i | i | -20 | i | i | 1
O=C(O)Cc1sc(N/N=C\c2ccncc2)nc1-c1ccccc1 | i | i | -19 | 2 | 0.0 | i | i | 9 | -5.8* | i | 17
COc1ccc(/C=C/C(=O)O)cc1S(=O)(=O)Nc1ccc2c(c1)OCO2 | i | i | 9 | -10 | -0.4 | i | i | -39 | i | i | 4
CCOc1ccccc1NC(=O)CSc1nnnn1-c1ccccc1 | i | i | 23 | 6 | -0.6 | i | i | 7 | i | i | -1
CC(NC(=O)Nc1ccc(F)cc1F)c1ccc2c(c1)OCO2 (stereo unspecified) | i | i | -1 | 5 | 0.3 | i | i | -22 | i | i | -1
Nc1cc(C(=O)c2cccs2)ccc1Cl | i | i | -32 | -2 | 0.5 | i | i | -29 | i | i | 1
Cn1c(N/N=C/c2cc3ccccc3nc2Cl)nc2ccccc21 | i | i | -127 | 15 | 22* | i | i | -44 | i | i | 6
CC(C)CC(=O)Nc1nnc(CCc2ccccc2)s1 | i | i | -12 | 0 | 0.9 | i | i | -20 | i | i | 15
COc1ccc(-n2c(SCC(=O)Nc3cccc(C(=O)O)c3)nnc2-c2ccco2)cc1 | i | i | -9 | -4 | 0.8 | i | i | 0 | i | i | 3
Cc1ccc(NC(=S)N2CCN(S(C)(=O)=O)CC2)cc1Cl | i | i | 3 | 3 | 0.1 | i | i | -25 | i | i | 24
O=C(Cn1c(-c2ccccc2)c[n+]2ccsc12)c1ccc([N+](=O)[O-])cc1 | -7* | 50* | -50 | 2 | 1.0 | -5.3* | i | -44 | i | i | 6
COc1ccc(C(=O)n2nc(C)c(Br)c2C)cc1 | i | i | 16 | -5 | -0.1 | i | i | -30 | i | i | -2
CC(=O)N1CCN(Cc2nc3cc(NC(=O)COc4cccc(C)c4)ccc3n2C)CC1 | i | i | -8 | 2 | 1.1 | i | i | -24 | i | i | -1
CCc1cccc(CC)c1C(OC(C)=O)c1cccnc1 (stereo unspecified) | i | i | -23 | . | 4.5 | i | i | . | i | i | -9
O=C(COc1cccc2c1CCN(Cc1ccc(Cl)cc1)C2=O)N1CCOCC1 | i | i | -13 | 0 | -0.9 | i | i | 8 | i | i | 5
COc1cccc(/C=C/C(=O)OCC(=O)Nc2ccc(Cl)cn2)c1 | i | i | 10 | -2 | 0.3 | i | i | 0 | i | i | 0
Oc1ccccc1CN1CCCC(N2CCc3ccccc3C2)C1 (stereo unspecified) | i | i | -7 | -5 | 0.0 | i | i | -4 | i | i | -5
COc1ccc(C(=O)NC2CCCc3c2cnn3-c2ccc(C)c(C)c2)c(OC)c1OC (stereo unspecified) | i | i | 10 | -5 | -0.3 | i | i | -31 | i | i | 2
COc1ccc(-c2coc3c(CN4CCCCC4)c(O)c(CN4CCCCC4)c(O)c3c2=O)cc1 | i | i | -9 | -1 | -0.4 | i | i | -27 | i | i | 9
Cc1cccc(C2CC(c3ccccc3)Nc3nc(N)nn32)c1 (stereo unspecified) | i | i | 14 | 4 | -0.3 | i | i | -7 | i | i | 1
O=C(COc1ccccc1)NC(NC(=S)Nc1ccccc1C(=O)O)C(Cl)(Cl)Cl (stereo unspecified) | i | i | 21 | 2 | 0.5 | i | i | -11 | i | i | -2
O=C(Nc1ccccc1F)c1cc(S(=O)(=O)N2CCOCC2)cs1 | i | i | -21 | 0 | 0.1 | i | i | -37 | i | i | 1
CN1CCN(C(=O)C23CCC(C)(c4nc5ccccc5nc42)C3(C)C)CC1 (stereo unspecified) | i | i | 2 | 2 | 0.7 | i | i | 0 | i | i | 1
O=C(COC(=O)c1cccnc1)Nc1cccc(Cl)c1 | i | i | 13 | 1 | 0.4 | i | i | -8 | i | i | -4
CCN(CC)c1nc2ccccc2nc1C(C#N)C(=O)NCCc1ccccc1 (stereo unspecified) | i | i | 33 | 4 | -0.1 | i | i | -17 | i | i | 1
COC(=O)[C@@H]1C(c2c(OC)cc(OC)cc2OC)=NO[C@H]1C(=O)OC | i | i | -10 | 3 | -0.4 | i | i | -42 | -6.2* | i | -7
CCCCNC(=O)C(=O)NC(C)CCc1ccccc1 (stereo unspecified) | i | i | -12 | -2 | 0.1 | i | i | -22 | i | i | -1
C/C(=N\NC(=O)C(C)Oc1ccc([N+](=O)[O-])cc1)c1ccccn1 (stereo unspecified) | i | i | 72* | 12 | 5.4 | i | i | 21 | i | i | 4
CCOC(=O)c1sc(=S)n(CC)c1N | i | i | 23 | 0 | -0.4 | i | i | -29 | i | i | -4
CCC(Sc1nc2n[nH]c(C)c2c(=N)n1-c1cccc(Cl)c1)C(=O)NCCOC (stereo unspecified) | i | i | 23 | -4 | -0.7 | i | i | -36 | i | i | 12
CP(=O)(Nc1cc(Cl)ccc1Cl)c1nc2c(s1)CCCC2 (stereo unspecified) | i | i | 3 | 5 | 0.1 | i | i | -18 | i | i | -10
O=C1CC(=O)N(CCc2ccc(F)cc2)C(=O)N1 | i | i | 2 | 2 | -0.3 | i | i | -14 | i | i | -5
Cc1ccc(/C=C/C(=O)N2CCCN(C(=O)/C=C/c3ccc(C)cc3)CC2)cc1 | i | i | -39 | 7 | 1.1 | i | i | -12 | i | i | 4
CCOC(=O)C1=C(c2ccccc2)Nc2ncnn2C1c1ccccn1 (stereo unspecified) | i | i | 7 | -4 | -0.8 | i | i | -36 | i | i | 12
COc1cccc(NC(=O)CSc2nnnn2C2CCCCC2)c1 | i | i | 0 | 1 | 0.5 | i | i | -16 | . | i | 0
Cc1cc(C)n(-c2nnc(C)n2NC(=O)c2cccc(Cl)c2)n1 | i | i | -1 | 2 | 0.1 | i | i | -10 | i | i | 4
